HT1080 IDH1KD tx: toxicity to HT-1080 IDH1 knockdown cells (counter line). HT-1080 IDH1 knockdown viability, ATP luminescence, 48 h. Potency, µM (doses to about 46.1 µM), inactives show at the top dose activity, negative = toxicity, hits mostly cytotoxic. hit rate 2% among 360,000;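 note: potency is the fitted concentration of half-maximal effect; 0% = DMSO wells and -100% = cell-free medium wells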
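Knockdown cells (IDH1KD HT-1080) received compounds 2 h after plating at 750 cells/well and were kept 48 h at 37 °C in 5% FBS RPMI. A CellTiter-Glo luminescence read gave % activity for curve fitting.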
MCF10A rereplic: DNA re-replication induction in MCF 10a cells | hit rate 2.9% among 350,000 | MCF 10A DNA re-replication, Hoechst nuclear intensity, 48 h | Potency, µM (doses to about 46.1 µM), inactives show top-dose activity, positive = re-replication, most hits filed as activators; note: potency is the fitted concentration of half-maximal effect; % of control where 0% means no effect; nearly all actives have a fitted effect of over 50% in size
ATXN2 expr inh: reduces ATXN2 reporter expression in HEK-293 cells; Potency, µM (titrated, usually from 57 µM), for the others: at the top dose activity change, negative = inhibition, most hits filed as inhibitors; HEK-293 ATXN2-luciferase reporter, luminescence, 24 h; hit rate 0.72% among 360,000; AID 1745845; note: potency is the fitted concentration of half-maximal effect; % is set by controls: 0 for no effect and ±100 for the full control effect; nearly all actives have a fitted effect of over 55% in size
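qHTS (up to 57 uM final) was run with 24 h compound exposure of reporter cells at 37 °C. Each well was multiplexed: SteadyGlo luminescence measured ATXN2-luciferase expression after a fluorogenic Gly-Phe-AFC viability readout (25 uM final).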
IL-1B inflam inh: inflammasome signaling inhibition, IL-1 beta readout. THP-1 LPS/ATP IL-1B secretion, AlphaLISA, 16 h; hits give low values. activity change, % at 57.5 µM. hit rate 4.7% among 360,000; in the data active = activity change below about -50%; inconclusive = mostly about -30% to -49%; note: % is set by controls: 0 for no effect and ±100 for the full control effect
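THP-1 cells pretreated 1 hr with compounds (up to 57.5 uM final), then stimulated with LPS (250 ng/mL final) plus ATP (1.25 mM final); secreted IL-1B measured by AlphaLISA after 16 hr, decreased signal indicating inhibition.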
HepG2 tox: HepG2 cytotoxicity, counter-screen for TGF-b inhibitors; HepG2 CAGA-GFP viability, ATP luminescence, 18 h; Potency, µM (doses to about 46.1 µM), without a hit: top-dose activity change, negative = cytotoxicity, hits mostly cytotoxic; hit rate 0.76% among 410,000; note: potency is the fitted concentration of half-maximal effect; some results filed as inactive show a strong effect at the top dose
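HepG2 CAGA-GFP cells (1000/well, DMEM with 1% FBS) received compound, then TGF-beta at 500 pg/mL final, and were incubated 18 hours at 37 degrees C. Viability was read by CellTiter-Glo luminescence. Media-only wells were set as complete cell-killing and DMSO as no toxicity.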
SW480 rerep: induces DNA re-replication in SW480 colon adenocarcinoma cells. hit rate 1.8% among 340,000. Potency, µM (top dose mostly 46.1 µM), for the others: at the highest dose re-replication activation, hits mostly activators. SW480 DNA re-replication, Hoechst DNA content imaging, 48 h. AID 624297; note: potency is the fitted concentration of half-maximal effect; % of control where 0% means no effect; nearly all actives have a fitted effect of over 55% in size
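Compounds, transferred as 23 nL by pin tool, were incubated with cells for 48 hr; DNA content per nucleus was then quantified by Hoechst staining and fluorescence plate imaging.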
S2 tox: cell viability loss in ATXN counter-screen. Potency, µM (doses to about 56.7 µM), most hits filed as cytotoxic. hit rate 0.49% among 400,000. AID 651635. S2 cells (HEK-293 line with an ATXN2-luciferase reporter) viability, CellTiter-Fluor protease fluorescence, 24 h; note: potency is the fitted concentration of half-maximal effect; nearly all actives have a fitted effect of over 40% in size
HT1080-NT tox: kills 2HG-producing HT-1080-NT fibrosarcoma cells; HT-1080-NT fibrosarcoma viability, CellTiter-Glo ATP luminescence, 48 h; Potency, µM (highest dose often 46.1 µM), inactives show top-dose activity, negative = less viability, most hits filed as cytotoxic; AID 686970; hit rate 1.6% among 360,000;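 note: NT is the 2HG producing partner of a matched IDH1 knockdown line; potency is the fitted concentration of half-maximal effect; 0% = DMSO-treated cells and -100% = media-only wells without cells; nearly all actives have a fitted effect of over 55% in size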
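Fibrosarcoma NT cells, 750 per well in 5% FBS RPMI, were exposed to compound for 48 hours. Viability: CellTiter-Glo luminescence.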
KB-3-1 cytotox: KB-3-1 parental cell cytotoxicity | Potency, µM (highest dose often 46.1 µM), without a hit: at the top dose activity change, negative = cytotoxic, hits mostly cytotoxic | AID 1347075 | KB-3-1 viability, CellTiter-Glo ATP luminescence, 72 h | hit rate 1.4% among 400,000; note: potency is the fitted concentration of half-maximal effect; % is set by controls: 0 for no effect and ±100 for the full control effect; nearly all actives have a fitted effect of over 60% in size
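Using CellTiter-Glo luminescence, growth of non-resistant KB-3-1 adenocarcinoma cells is assessed 72 h after pin-tool compound addition at 37 °C. Normalized responses across the concentration series yield fitted curves.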
The depositor's hits bear a star; i = inactive; ? = inconclusive; / = no result given; & = joins results of further samples; [ ] = dose if it differs, or a comment. Unless noted, calls come from the whole dose curve; as a rule, active = well fitted curve in the direction sought with a large enough effect; inconclusive = small, poorly fitted or top-dose-only effect, or another doubt; inactive = no such curve, though single readings can be large; an effect the other way counts as inactive or inconclusive.

Value order – HT1080 IDH1KD tx | MCF10A rereplic | ATXN2 expr inh | IL-1B inflam inh | HepG2 tox | SW480 rerep | S2 tox | HT1080-NT tox | KB-3-1 cytotox
> COc1ccc(NC(=O)CSc2nccn2-c2ccccc2)cc1
  12% | -1% | 39% | -23 | -23% | -2% | i | 12% | 6%
> CCSc1ccccc1C(=O)N1CCC2(CC1)CC(=O)c1ccccc1O2
  -2% | -1% | -18% | -1 | -17% | 11% | ? | -1% | -7%
> CCc1nn(C(C)C(=O)NCCc2ccccc2)c(=O)c2cc3occc3n12 (stereo not given)
  2% | 0% | 7% | -7 | -27% | 1% | i | -2% | 5%
> O=C(NCCNCc1ccccn1)c1ccco1
  12% | -7% | / | 0 | 3% | 2% | i | 17% | -11%
> CCCCCOC(=O)Nc1ccc(S(=O)(=O)Nc2cccc([N+](=O)[O-])c2)cc1
  ? | ? | -15% | -88* | -33% | 0% | i | ? | -11%
> COc1ccc(C2=CC(=O)C[C@H](c3ccc(F)cc3)C2)c(OC)c1
  1% | ? | -1% | ? | -21% | ? | i | 25% | 9%
> CCOC(=O)COc1cccc2c(=O)n(CC(=O)NCc3ccc(F)cc3)ccc12
  1µM* | ? | / | 45 | -7% | ? | ? | 1.2µM* | 0.58µM*
> CC(C)CN1C(=O)C(=O)N(CC(=O)c2ccc3c(c2)CCCC3)C1=O
  0% | 9% | 9% | -14 | -2% | -1% | i | -4% | 3%
> CC(C)Cn1cc(NC(=O)N2CCN(c3ccc(F)cc3)CC2)c2ccccc2c1=O
  / | / | -24% | / | -20% | / | i | / | 26%
> CC(C)CC(=O)NS(=O)(=O)c1ccc(NC(=O)c2ccco2)cc1
  -3% | -11% | -12% | -17 | 3% | -18% | i | 0% | 1%
> COc1ccc(N2C(=S)NC(C)(C)CC2(C)c2ccc(OC(C)=O)cc2OC(C)=O)cc1 (stereo not given)
  7% | 2% | -18% | 7 | 8% | -1% | i | -7% | 1%
> C#CCOCCOCCOCCNc1nc(N2CCN(C(=O)CCCCCCCCCCNC(=O)[C@H]([C@@H](C)CC)n3cc(CCCCN=C(N)N)nn3)CC2)nc(N2CCN(C(=O)CCCCCCCCCCNC(=O)[C@@H]([C@H](C)O)n3cc(C)nn3)CC2)n1
  26µM* | -5% | -1% | ? | -61% | 3% | ? | ? | ?
> O=C1CC(NCCc2ccccc2)C(=O)N1CCc1ccccc1 (stereo not given)
  -1% | 0% | -3% | -2 | -28% | -23% | i | -4% | -1%
> Cn1c(SCc2nc(-c3ccc(Br)cc3)no2)nnc1-c1ccco1
  2% | 22% | 1% | -9 | -23% | 0% | i | -1% | -1%
> C=CCn1c(SCc2ccccc2C#N)nnc1-c1cc(Br)ccc1O
  ? | ? | 8% | 0 | -14% | 11% | i | -8% | ?
> CC(C)NC(=O)NC(=O)COC(=O)Cc1c(F)cccc1Cl
  -1% | -15% | 0% | -7 | 1% | -12% | i | -2% | 0%
> COC(=O)c1ccc(CSc2nc(N3CCOCC3)c3c(c2C#N)CC(C)(C)OC3)o1
  7% | -1% | 2% | -14 | 5% | -8%[9.22 µM] | i | -6% | 11%
> O=C(Cc1cccs1)Nc1ccccc1-c1nc2ccccc2[nH]1
  ? | 13µM* | -12% | -5 | -36% | 12µM* | i | ? | ?
> N#Cc1ccccc1S(=O)(=O)N1CCN(CC(O)COc2ccccc2F)CC1 (stereo not given)
  7% | ? | 3% | 23 | -5% | -7% | i | 10% | 6%
> CCC(=O)NCCc1nc2ccccc2[nH]1
  ? | ? | -1% | -2 | 5% | 17% | i | 6% | 4%
> O=C(c1ccccc1)C(Nc1ccccn1)c1ccccc1 (stereo not given)
  2% | 4% | 0% | -2 | -2% | 0% | i | 2% | -1%
> CC1(C(=O)N/N=C/c2ccccc2)CC1(Cl)Cl (stereo not given)
  5% | 1% | 13% | 8 | -19% | 0% | i | 1% | -1%
> O=C(O)Cc1ccc(N=Cc2c(O)ccc3ccccc23)cc1
  ? | ? | -12% | 29 | -33% | -6% | i | ? | 25%
> CN(CCC1CCCCO1)C(=O)CCc1nnc(CCc2ccccc2)o1 (stereo not given)
  23% | -19% | 40%[activator] | i | 12% | ? | i | 8% | -5%
> CC(=O)CCc1c(C)c2cccc(C)c2[nH]c1=O
  -6% | 1% | 3% | -15 | -13% | ? | i | ? | -2%
> Cc1ccc(NC(=O)Cn2c(=O)n(Cc3ccc4c(c3)OCO4)c(=O)c3ccc(C(=O)NC4CCCCC4)cc32)cc1
  / | / | 9% | / | -16% | / | i | / | 15%
> Cn1c(C(=O)NCc2ccc3c(c2)OCO3)cc2sccc21
  -29% | -7% | 7% | -23 | 0% | 4% | i | -28% | -10%
> CC(=O)Oc1ccc(-c2ccc(C(=O)OCC(=O)N(C)CC(=O)Nc3ccccc3Cl)cc2)cc1
  ? | ? | -13% | i | -31% | -2% | i | 18µM* | -19%
> O=[N+]([O-])c1ccc(S(=O)(=O)Nc2ncccn2)cc1
  -1% | -6% | 1% | 0 | -7% | -4% | i | -3% | -18%
> CCCCOC(=O)c1cc(C)nc2ccc(Br)cc12
  4% | 2% | -16% | 0 | 2% | -2% | i | 12% | 10%
> O=C(c1ccc(-c2cccc(Cl)c2)o1)N1CCN(c2ccc([N+](=O)[O-])cc2)CC1
  2% | 5% | -10% | 18 | 26% | -5% | i | 0% | 6%
> COc1ccccc1NS(=O)(=O)c1ccc(C(=O)NCc2ccco2)cc1
  -3% | 0% | -6% | 25 | -9% | -14% | i | 4% | 0%
> Cc1occc1C(=O)NC1CCCc2ccccc21 (stereo not given)
  -14% | -1% | 23% | 32 | -1% | -1% | i | 7% | 10%
> CC(=O)c1csc(-c2ccccc2)n1
  21% | 1% | 22% | -6 | 1% | -6% | i | 15% | 14%
> CC(C(=O)N1CCCCCC1)N(c1ccc(Cl)cc1)S(C)(=O)=O (stereo not given)
  -1% | -1% | -8% | 31 | 3% | -7% | i | 1% | -13%
> COc1ccc(NC(=O)CN(C)C(=O)CNC(=O)c2ccc3c(c2)OCO3)cc1
  -14% | -13% | 8% | 35 | -7% | -37%[inhibitor] | ? | -14% | 2%
> CCOC(=O)C1=C(C)Nc2sc(C(=O)c3ccc(OC)cc3)c(N)c2C1c1ccc(C(=O)OC)cc1 (stereo not given)
  7% | 12µM* | 0% | -6 | 2% | 13µM* | i | 14% | -8%
> O=C(N=Nc1c(O)[nH]c2ccccc12)c1ccccc1NS(=O)(=O)c1cccs1
  ? | 0% | -5% | -1 | -15% | ? | i | -24% | -11%
> CC/C(C)=N\NC(=O)CNC(=O)c1ccc(Cl)cc1Cl
  0% | 1% | 2% | 23 | 10% | 4% | i | 1% | -1%
> COc1cc(-c2nnc(NC(=O)CS(=O)(=O)c3ccc(Cl)cc3)o2)cc(OC)c1OC
  -18% | / | / | -11 | -6% | / | i | -14% | -10%
> COc1ccccc1NC(=O)CC1SC(=N)N(c2ccccc2)C1=O (stereo not given)
  -15% | 0% | -25% | -7 | -32% | 0% | i | -1% | -6%
> CC(C)c1ccc(/C=N/NC(=O)c2cc(-c3cccc([N+](=O)[O-])c3)n[nH]2)cc1
  23µM* | 18µM* | ? | 14 | -41% | -7% | ? | ? | ?
> O=C(NCc1ccccc1Cl)c1cc2c(s1)CS(=O)(=O)C2
  -2% | -4% | -1% | ? | -8% | 11% | i | -5% | -14%
> O=C(CNc1ccc(Br)cc1)Nc1ccc(S(=O)(=O)N2CCCCC2)cc1
  -16% | / | / | 3 | -23% | / | ? | -23% | 1%
> COc1ccc(CNC(=O)C(C#N)c2nc3ccccc3nc2N2CCN(C)CC2)cc1 (stereo not given)
  -4% | 2% | -33% | -52* | -10% | 1% | i | -5% | -19%

Results in KB-3-1 cytotox, S2 tox and HepG2 tox (2 entries from above):
SMILES,KB-3-1 cytotox,S2 tox,HepG2 tox
COc1ccc(CNC(=O)C(C#N)c2nc3ccccc3nc2N2CCN(C)CC2)cc1 (stereo not given),-19%,i,-10%
CCOC(=O)C1=C(C)Nc2sc(C(=O)c3ccc(OC)cc3)c(N)c2C1c1ccc(C(=O)OC)cc1 (stereo not given),-8%,i,2%

Next section:
Value order – HT1080 IDH1KD tx | MCF10A rereplic | ATXN2 expr inh | IL-1B inflam inh | HepG2 tox | SW480 rerep | S2 tox | HT1080-NT tox | KB-3-1 cytotox
> CC(NC(=O)c1ccco1)c1nc(-c2ccccc2)no1 (stereo not given)
  2% | -9% | -16%&-6% | -5 | -5%&3% | -11% | ? | 25% | -9%&4%
> CCc1ccc(NC(=O)N(CCOC)C2CCN(C(C)=O)CC2)cc1
  5% | 4% | -7% | -11 | -20% | 1% | i | 8% | -4%
> COC(=O)c1ccc2c(c1)C(C)(C)C(/C=C/c1ccc(OC)c(OC)c1OC)=[N+]2C
  12µM* | ? | 25µM* | -116* | -94% | 5%[9.22 µM] | ? | 12µM* | 5.2µM*
> CCC(CC)NC(=O)COn1nnc2ccc(S(=O)(=O)N3CCOCC3)cc21
  14% | -1% | -10% | -2 | 0% | -6% | i | 9% | 12%
> O=C(c1ccccc1)N1CCN(CC(O)Cn2ccc3ccccc32)CC1 (stereo not given)
  16% | 9% | -16% | -1 | -3% | 1% | i | -1% | -2%
> C[n+]1ccccc1Nc1cc([N+](=O)[O-])ccc1N
  3% | -4% | 2% | ? | -12% | -6% | i | 1% | 10%
> CC(=O)c1sc(NC(=O)CCc2ccccc2)nc1C
  -18% | / | / | 21 | -56% | / | i | 1% | 0%
> CCOC(=O)C1=C(C)NC(C)=C(C(=O)OCC)C1C(=O)OCC(=O)NCc1ccc(F)cc1
  3% | 21% | -20% | -3 | -30% | -7% | i | 0%[9.24 µM] | 1%
> C=CCc1cccc2cc(NC(C)=O)c(=O)oc12
  27% | 1% | 0% | 0 | 4% | -25% | i | 21% | 18%
> Cc1cn2c(N)c(/C=C3\C=Nc4ccccc43)c(=O)nc2s1
  20% | -1% | 20% | -14 | 1% | 0% | i | 16% | 16%
> C=CCNC(=O)c1oc2ccc(S(=O)(=O)N3CCCCC3)cc2c1C
  -14% | -2% | 0% | 10 | 2% | -25% | i | 0% | 13%

Screens: PubChem, National Center for Advancing Translational Sciences (NCATS)
